Tau fibril FP: qHTS for Inhibitors of Tau Fibril Formation, Fluorescence Polarization; Microtubule-associated protein tau (Homo sapiens), P10636; K18 P301L tau heparin fibrillization, Alexa594 FP, 6 h; Potency, µM (doses to about 57.7 µM), inactives show at the top dose activity, negative = inhibition, most hits filed as inhibitors; 280,000 compounds, 0.39% hits; further: nearly all actives have a fitted effect of over 55% in size
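Read-out: fluorescence polarization of Alexa 594-labeled tau (0.24 uM), 555 nm excitation, 632 nm emission. Mixtures held 15 uM unlabeled K18 P301L, compound and 20 uM heparin, pH 7 acetate buffer, incubated 6 hr at 37 C.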
ALDH1A1 inh: qHTS Assay for Inhibitors of Aldehyde Dehydrogenase 1 (ALDH1A1) | Aldehyde dehydrogenase 1A1 (Homo sapiens), P00352 | Purified ALDH1A1, NADH fluorescence, propionaldehyde substrate | Potency, µM (titrated, usually from 75.3 µM), for the others: top-dose activity, negative = inhibition, actives largely listed as inhibitors | 220,000 compounds, 7.3% hits | AID 1030, 2008; active means well fitted inhibition curve with a large enough effect, not every such curve was filed as active; inconclusive means small, poorly fitted or top-dose-only effect, or another doubt; inactive means no such curve, though single readings can be large or run the other way;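 further: plate controls were no enzyme wells and a reference inhibitor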
Target sequence (P00352 whole entry, looked up): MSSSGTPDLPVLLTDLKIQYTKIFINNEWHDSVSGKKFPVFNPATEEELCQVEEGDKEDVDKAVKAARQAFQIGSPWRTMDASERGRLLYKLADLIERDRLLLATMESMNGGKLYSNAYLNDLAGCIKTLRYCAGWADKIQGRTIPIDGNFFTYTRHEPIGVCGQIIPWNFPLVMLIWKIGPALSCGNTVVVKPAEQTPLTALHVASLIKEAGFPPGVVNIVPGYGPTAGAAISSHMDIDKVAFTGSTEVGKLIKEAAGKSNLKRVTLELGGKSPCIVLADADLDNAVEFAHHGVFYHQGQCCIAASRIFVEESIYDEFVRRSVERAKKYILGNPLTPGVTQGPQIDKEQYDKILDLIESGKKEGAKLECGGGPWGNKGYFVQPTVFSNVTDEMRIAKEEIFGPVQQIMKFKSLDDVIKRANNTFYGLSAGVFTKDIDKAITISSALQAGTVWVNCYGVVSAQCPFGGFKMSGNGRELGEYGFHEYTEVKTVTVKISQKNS
GLA spleen mod: qHTS Assay for Inhibitors and Activators of Human alpha-Galactosidase From Spleen Homogenate; AID 2107, 2009; human spleen homogenate, 4MU-alpha-Gal fluorescence, 40 min; 240,000 compounds, 0.008% hits; Alpha-galactosidase A (Homo sapiens), P06280; Potency, µM (series often up to 80 µM), inactives show at the top dose activity change, negative = inhibition, hits mostly inhibitors;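 further: 0% = enzyme with vehicle and -100% = no enzyme basal signal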
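Human spleen homogenate (1 ug) was the enzyme source, with 4-methylumbelliferyl-alpha-D-galactopyranoside (1 mM final) in pH 5.0 citrate buffer with 0.01% Tween-20. Compounds were titrated; after 40 min at 37C, NaOH/glycine stop, 4-MU fluorescence read; AC50 from Hill fits.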
L3MBTL1 block: qHTS Assay for the Inhibitors of L3MBTL1 | Lethal(3)malignant brain tumor-like protein 1 (Homo sapiens), Q9Y468 | AlphaScreen L3MBTL1–H3K9me1 peptide binding | Potency, µM (doses to about 57.1 µM), without a hit: at the top dose activity, negative = inhibition, usual class: inhibitors | 230,000 compounds, 0.66% hits | AID 485360, 2010; further: nearly all actives have a fitted effect of over 60% in size
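Read-out is AlphaScreen signal from streptavidin donor and nickel chelate acceptor beads (10 ug/mL final each) bridging L3MBTL1 (50 nM) and biotinylated K9-monomethylated H3(1-15) peptide (75 nM), after 30 min compound exposure at room temperature.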
Tau fibril ThT: qHTS for Inhibitors of Tau Fibril Formation, Thioflavin T Binding | Microtubule-associated protein tau (Homo sapiens), P10636 | recombinant tau K18 P301L, heparin-induced fibrillization, ThT fluorescence | Potency, µM (titrated, usually from 57.4 µM), without a hit: at the highest dose activity, negative = inhibition, actives largely listed as inhibitors | 270,000 compounds, 2.1% hits | AID 1460, 2008; further: nearly all actives have a fitted effect of over 55% in size
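Aggregation was driven by heparin (20 uM final) acting on recombinant tau […] bearing P301L in 100 mM sodium acetate pH 7; fibrils were detected with Thioflavin T.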
TRb SRC2 PPI: qHTS for Inhibitors of the Interaction of Thyroid Hormone Receptor and Steroid Receptor Coregulator 2; Thyroid hormone receptor beta (Homo sapiens), P10828; TRbeta-SRC2 peptide binding, fluorescence polarization; receptor liganded with 1 µM T3; Potency, µM (series often up to 106 µM), without a hit: top-dose activity change, negative = inhibition, most hits filed as inhibitors; 280,000 compounds, 0.065% hits; AID 1469, 2008;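 further: plate controls were bound peptide for no effect and peptide without receptor for full effect; nearly all actives have a fitted effect of over 50% in size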
Target sequence (P10828 whole entry, looked up): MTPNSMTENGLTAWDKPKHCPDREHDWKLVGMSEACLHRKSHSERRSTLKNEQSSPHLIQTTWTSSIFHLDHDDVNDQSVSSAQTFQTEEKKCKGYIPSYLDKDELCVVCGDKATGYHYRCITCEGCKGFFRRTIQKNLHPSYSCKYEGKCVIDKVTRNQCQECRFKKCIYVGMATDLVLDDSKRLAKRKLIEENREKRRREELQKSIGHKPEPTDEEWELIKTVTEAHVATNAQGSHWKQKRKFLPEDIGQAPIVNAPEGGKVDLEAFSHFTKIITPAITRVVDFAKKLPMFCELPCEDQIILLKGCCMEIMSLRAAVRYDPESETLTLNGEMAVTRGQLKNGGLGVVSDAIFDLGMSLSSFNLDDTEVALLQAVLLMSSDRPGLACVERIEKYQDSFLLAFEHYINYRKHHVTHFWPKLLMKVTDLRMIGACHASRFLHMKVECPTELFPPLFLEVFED
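Fluorescence polarization of 20 nM Texas Red SRC2 peptide with 0.6 uM human TRb ligand-binding domain, in Tris buffer with 1uM T3 and 5% DMSO. Incubated 5 hr ambient; normalized to unbound and bound controls.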
TexasRed fluor: Total Fluorescence Counterscreen for Inhibitors of the Interaction of Thyroid Hormone Receptor and Steroid Receptor Coregulator 2; AID 1479, 2009; TRb/SRC2 Texas Red total fluorescence interference; Potency, µM (doses to about 106 µM), without a hit: at the top dose fluorescence change, negative = quenching; 280,000 compounds, 0.29% hits; active means well fitted curve in either direction with a large enough effect; inconclusive means small, poorly fitted or top-dose-only effect
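Flags fluorescent or light-absorbing compounds by total fluorescence, S + 2P, at 555 nm excitation and 632 nm emission. Mixture: 20 nM Texas Red SRC2 peptide, 0.6 uM human TRb LBD, 1 uM T3, 5% DMSO; compound exposure 5 h at ambient temperature.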
Tau fluor cs: Counterscreen qHTS for Inhibitors of Tau Fibril Formation, Fluorescence Polarization | tau K18 P301L Alexa594 fluorescence, heparin fibrillization | Potency, µM (highest dose often 57.7 µM), inactives show top-dose activity change, negative = decrease | 280,000 compounds, 0.93% hits | AID 1463, 2008; further: nearly all actives have a fitted effect of over 55% in size
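Human tau K18 P301L (15 uM unlabeled, 0.24 uM Alexa 594-labeled) in 100 mM sodium acetate pH 7 with 20 uM heparin, 6 hr at 37 C. ThT 30 uM added, 1 hr ambient; Alexa 594 FP and total fluorescence read at 555/632 nm.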
* = called active by the depositor; ? = inconclusive; . = no result given; & = joins results of further samples; [ ] = dose if it differs, or a comment. Unless noted, the call rests on the fitted dose curve; in most records, active means well fitted curve in the direction sought with a large enough effect; inconclusive means small, poorly fitted or top-dose-only effect, or another doubt; inactive means no such curve, though single readings can be large; an effect the other way counts as inactive or inconclusive. Unless noted, on the % scale 0 is the no-effect control and ±100 the full control effect; potency means the concentration at half of the fitted maximal effect. Compounds were not picked by outcome. About 8.5% of those tested had a hit in this group.

SMILES	Tau fibril FP	ALDH1A1 inh	GLA spleen mod	L3MBTL1 block	Tau fibril ThT	TRb SRC2 PPI	TexasRed fluor	Tau fluor cs
CC(Oc1ccc(Cl)cc1Cl)C(=O)Nc1ccc(N2CCN(C)CC2)cc1 (centres undefined)	13%	3%	6%	-2%[11.4 µM]	-18%	-4%	1%	-25%
CC(=O)Oc1ccc2ccc(=O)oc2c1	9%	285%[activator]	?	-7%	-9%	-2%	-1%	-4%
Cc1ccc(CC(CC(=O)Nc2cccc(C(F)(F)F)c2)C(=O)O)cc1 (centres undefined)	-4%	4%	-9%	.	-4%	-6%	2%	-7%
O=C(C[n+]1ccccc1)c1ccc(NC(=O)c2ccccc2)cc1	-2%	2%	4%	3%	-16%	-8%	-4%	-17%
CN(C(=O)c1ccccc1NC(=O)C(F)(F)F)c1ccccc1	2%	4%	7%	7%	1%	0%	3%	5%
O=C(COc1ccccc1Cl)OCc1cc(=O)n2nc(C3CCCCC3)sc2n1	3%	.	.	.	-15%	1%	-3%	-5%
COc1ccccc1N1CCN(C(=O)COc2ccc(S(=O)(=O)NC(C)C)cc2)CC1	-7%	-1%	9%	-6%	-3%	2%	0%	-2%
CCOc1ccc(-c2nc(SCC(=O)Nc3cc(F)ccc3F)n3[nH]c(=O)cc3n2)cc1	-9%	.	.	.	-3%	-4%	0%	-11%
Cc1ccc(C)c(S(=O)(=O)N(C(=O)c2ccncc2)c2ccc(OC(=O)c3ccncc3)cc2)c1	16%	2%	0%	3%	?	1%	-5%	-3%
COc1ccc(-c2noc(CSc3nnc(-c4ccncc4)n3-c3ccc(C)cc3)n2)cc1OC	2%	.	.	.	-5%	2%	-12%	-5%
Cc1cccc(C)c1NC(=O)C(c1cccc([N+](=O)[O-])c1)N(C)C(=O)c1ccccn1 (centres undefined)	-1%	-1%	-12%	-14%	3%	-1%	-3%	-2%
CCCCCCC1CC(CC(=O)Nc2ccc([N+](=O)[O-])cc2)C(=O)O1 (centres undefined)	-1%	14%	-9%	0%	-1%	-3%	3%	?
Cc1ccc(NC(=O)N2CCC(C(=O)NCc3ccccc3)CC2)cc1	7%	-8%	8%	4%	-5%	0%	-1%	5%
CC(C(=O)NCCN1C(=O)S/C(=C\c2cccnc2)C1=O)N1C(=O)c2ccccc2C1=O (centres undefined)	-12%	1%	2%	6%	-14%	2%	-1%	-3%
COCCNC(=O)CCCCCn1c(=S)[nH]c2ccccc2c1=O	6%	3%	3%	6%	-3%	5%	-2%	3%
COc1ccccc1NC(=S)N(Cc1ccco1)Cc1cc2cccc(C)c2[nH]c1=O	-1%	-16%	1%	-4%	-11%	5%	0%	-18%
CCCn1c2ccccc2c2nnc(SC(CC)C(=O)Nc3cc(C)on3)nc21 (centres undefined)	-1%	?	-4%	-1%	-12%	-8%	0%	-11%
CCSC1=C(C#N)C(c2cccc(Br)c2)CC(=O)N1 (centres undefined)	5%	?	16%	-8%	?	-2%	-4%	-23%
Cc1cc2cc(C(c3nnnn3Cc3ccccc3)N3CCc4ccccc43)c(=O)[nH]c2cc1C (centres undefined)	?	?	-1%	.	16µM*	-22%	0%	-30%
CC(C)(c1cc(Br)c(O)c(Br)c1)c1cc(Br)c(O)c(Br)c1	.	0%&-7%	4%&-2%	-22%	.	0%[201 µM]	0%[201 µM]	.
COc1ccc(C)cc1NC(=O)C(=O)NCCc1sc(-c2ccc(Cl)cc2)nc1C	-1%	.	.	.	?	0%	-15%	-8%
CC(C)(C)n1nc2c(c1NC(=O)COc1ccc(Cl)cc1)CSC2	-8%	-1%	10%	-5%	-14%	6%	-4%	-4%
CC1CCCCN1C(=S)Nc1ccc(OC(F)F)cc1 (centres undefined)	-6%	-8%	4%	5%	-1%	5%	9%	-25%
O=C(Cn1nc(C(F)(F)F)c2c1CCC2)NCc1ccc(Cl)cc1	1%	11%	2%	0%	0%	-4%	-5%	-11%
O/N=C/c1nc2cc(Cl)ccc2o1	2%	-3%	-15%	.	-9%	1%	-2%	-3%
Cc1ccc(N2CC(C(=O)Nc3ccc(S(=O)(=O)N4CCOCC4)cc3)CC2=O)cc1 (centres undefined)	-1%	?	4%	-2%	-3%	-2%	-2%	-9%
Cc1nnc(N(Cc2ccco2)C(=O)c2ccc(C#N)cc2)s1	-4%	-7%	3%	?	5%	8%	0%	-3%
COc1ccc(OC)c(/C=N/NC(=O)CNC(=O)c2ccc(S(=O)(=O)N3CCCC3)cc2)c1	-9%	?	14%	1%	-12%	-1%	-1%	-15%
CC(C(=O)NCCSCc1cccc(Cl)c1)N(c1ccccc1)S(C)(=O)=O (centres undefined)	-9%	.	.	.	-10%	5%	-1%	-18%
N=C1C(=O)OCC1c1ccccc1NC(=O)CN1CCOCC1 (centres undefined)	-1%	9%	3%	10%	1%	-6%	0%	2%

Brought forward from above: four compounds; new compounds follow.
SMILES	Tau fibril FP	ALDH1A1 inh	GLA spleen mod	L3MBTL1 block	Tau fibril ThT	TRb SRC2 PPI	TexasRed fluor	Tau fluor cs
Cc1nnc(N(Cc2ccco2)C(=O)c2ccc(C#N)cc2)s1	-4%	-7%	3%	?	5%	8%	0%	-3%
COc1ccc(OC)c(/C=N/NC(=O)CNC(=O)c2ccc(S(=O)(=O)N3CCCC3)cc2)c1	-9%	?	14%	1%	-12%	-1%	-1%	-15%
CC(C(=O)NCCSCc1cccc(Cl)c1)N(c1ccccc1)S(C)(=O)=O (centres undefined)	-9%	.	.	.	-10%	5%	-1%	-18%
N=C1C(=O)OCC1c1ccccc1NC(=O)CN1CCOCC1 (centres undefined)	-1%	9%	3%	10%	1%	-6%	0%	2%
COc1ccc(NC(=O)Nc2nnc(N3CCCC3)s2)cc1	13%	.	.	.	-13%	-5%	-1%	0%
CCN1C(=O)C2(C(C#N)=C(N)Oc3n[nH]c(-c4ccc(Cl)cc4)c32)c2ccccc21 (centres undefined)	4%	-14%	13%	.	-9%	0%	-1%	-21%
CCOC(=O)C1CCN(c2c(NCc3ccc(C(=O)NC(C)CC)cc3)c(=O)c2=O)CC1 (centres undefined)	-9%	?	11%	5%	-5%	-7%	-2%	-7%
Cc1ccc(C2CC(=O)NC(SCC(=O)OCc3ccccc3)=C2C#N)o1 (centres undefined)	14%	?	1%	.	?	-8%	0%	-23%
COc1ccccc1/C=C/C=N/n1c(-c2cc(C)[nH]n2)n[nH]c1=S	-3%	?	7%	-11%	?	7%	-4%	-21%
CC/C(=N\NC(N)=O)c1ccc(OC)c(OC)c1	-3%	.	4%	-2%	1%	-2%	-1%	-4%
O=C1c2ccccc2-c2onc3c(Br)cc(NC4CCCCC4)c1c23	?	.	.	.	11µM*	0%	2%	-12%
CN1C(=O)C(c2nnc(Nc3cccc4ccccc34)s2)C2CC1(C)Oc1ccccc12 (centres undefined)	-3%	?	-3%	-4%	2%	-13%	-3%	-1%
CCOC(=O)/C(C#N)=C1\C=CN(C)C(C)=N1	2%	-4%	4%	?	-4%	-5%	-4%	2%
CC(C)CCNC(=O)c1cn(C)c2ccc(S(=O)(=O)N3CCOCC3)cc2c1=O	-8%	.	.	.	7%	1%	-2%	-10%
CC(C)(C)C1CCc2c(C(=O)N/N=C/c3cccs3)csc2C1 (centres undefined)	?	-14%	1%	-9%	-11%	-6%	0%	-17%
O=C(CCCC(=O)OCC(Cl)=C(Cl)Cl)Nc1cccc(F)c1	-1%	-1%	-9%	3%	-7%	-4%	-1%	3%
COC(=O)CCCCCC(CCC(=O)OC)NC(C)=O (centres undefined)	-3%	9%	0%	0%	-9%	1%	-1%	-6%
CCCCNc1nc(=S)n(-c2ccccc2)c(C)c1C(C)=O	-1%	10%	-5%	1%	6%	-4%	-5%	6%
CC(C)CNS(=O)(=O)c1ccc2c(c1)OCCO2	-6%	-4%	8%	.	-13%	0%	5%	-11%
CCCCn1c(-c2ccsc2)nc2c1c(=O)[nH]c(=O)n2CCC	-4%	?	15%	.	1%	3%	-1%	-5%
Cc1ccc(CCNC(=O)c2cc3sccc3n2Cc2ccc(F)cc2)cc1	-5%	.	.	.	0%	-6%	0%	-17%
COc1ccc(N/C(N)=N/c2nc(CSc3ccc(Cl)cc3)cc(=O)[nH]2)cc1	-13%	3%	-7%	.	-10%	9%	0%	-19%
Cc1ccc(C)c2nc(N3CCCC3)c(C#N)cc12	-10%	?	-9%	12%	?	2%	-7%	-6%
Cc1ccc(C(=O)Nc2ccc3c(c2)CCC3)o1	-3%	18µM*	2%	.	?	2%	3%	-13%
COc1ccc(C(=O)Nn2c(CCC(=O)O)ccc2-c2ccc(C)cc2)cc1OC	5%	2%	5%	0%	-7%	-3%	2%	-4%
N/C(COc1ccc(Cl)cc1)=N\NS(=O)(=O)c1ccccc1	3%	-1%	-2%	-1%	-15%	-4%	-1%	-9%
O=C(NCCC1=CCCCC1)c1cnc2n(c1=O)CCS2	7%	?	-7%	3%	6%	3%	0%	5%
COc1ccc(-c2cc(C(F)(F)F)n3nc(C(=O)NCC45CC6CC(CC(C6)C4)C5)cc3n2)cc1	11%	.	.	.	?	-6%	?	-6%

High-throughput results deposited in PubChem by National Center for Advancing Translational Sciences (NCATS).
